CaV13 FRET inh – Disruptors of the CACNA1D IQ motif to Ca2+-dependent inactivation inhibitor domain association, primary screening, Förster resonance energy transfer in intact living … | HEK cells, CFP/YFP FRET ICDI-IQ, plate reader, 10 min; percent FRET-ratio fall versus neutral wells | inhibition, % at 12.3 µM | hit rate 0.098% among 340,000 | AID 743397;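 active = mean replicate inhibition of at least 30% and at least 1% of replicates passing that level; inconclusive = only one of the two criteria is met; inactive = neither criterion is met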;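 note: 0% = median of the neutral control wells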
Shn3 inh set2 – Schnurri-3 reporter inhibition in Clone20 osteoblasts; Clone20 osteoblast Shn3 3'UTR firefly luciferase, 24 h; inhibition, % at 12.5 µM; hit rate 0.52% among 360,000; AID 588674;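 active = mean inhibition of at least 75% with every replicate also reaching 75%; inconclusive = mean inhibition at least 75% but some replicate below; inactive = mean inhibition below 75%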;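 note: 0% = median of neutral control wells and 100% = pilot-screen positive control compound; some compounds past the cut are filed as inactive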
CF NFkB inh – cystic fibrosis NF-kB activation inhibition; KKLEB NF-kB-GFP reporter, PAF-induced, GFP fluorescence overnight; inhibition, % at 5 µM; hit rate 0.86% among 360,000; AID 588850;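 active = at least 50% inhibition at 5 µM, scaled per plate between neutral and stimulator controls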;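 note: PAF is a Pseudomonas aeruginosa culture filtrate used as stimulus; plate controls were PAF-stimulated DMSO wells for no effect and unstimulated DMSO wells for full effect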
PDI turbidity – blocks human protein disulfide isomerase activity; P07237; PDI insulin aggregation turbidity, A650, 90 min; inhibition, % at 10 µM; hit rate 0.052% among 350,000; AID 588391;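 active = mean inhibition across replicates of 30% or more, whatever share of single replicates reach that level; inconclusive = mean inhibition below 30% while every single replicate reaches 30%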;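 note: absorbance from insulin aggregation driven by PDI reduction with DTT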
Target sequence (P07237 whole entry, looked up): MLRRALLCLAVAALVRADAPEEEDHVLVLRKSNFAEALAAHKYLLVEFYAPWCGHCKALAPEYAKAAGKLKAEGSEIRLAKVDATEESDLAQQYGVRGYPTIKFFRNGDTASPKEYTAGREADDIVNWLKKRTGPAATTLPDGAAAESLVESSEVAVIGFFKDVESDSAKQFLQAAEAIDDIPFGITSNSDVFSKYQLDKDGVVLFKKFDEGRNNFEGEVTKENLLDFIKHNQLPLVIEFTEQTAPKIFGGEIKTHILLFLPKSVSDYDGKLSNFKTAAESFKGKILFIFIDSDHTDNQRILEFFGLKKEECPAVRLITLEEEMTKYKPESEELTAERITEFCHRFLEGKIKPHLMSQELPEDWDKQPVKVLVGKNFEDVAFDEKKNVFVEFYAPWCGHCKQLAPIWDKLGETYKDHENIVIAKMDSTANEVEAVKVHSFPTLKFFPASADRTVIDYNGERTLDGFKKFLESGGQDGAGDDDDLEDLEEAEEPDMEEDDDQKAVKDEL
Vif inh – blocks HIV Vif function; HEK293T cells, Vif self-association by quenched fluorescence, imaging, 24 h; inhibition, % at 7.49 µM; hit rate 0.35% among 340,000; in the data active = inhibition above about 50%, passing the limit was not always enough; inconclusive = no clear call, values can overlap the other calls; inactive = below about 31%; note: some results filed as inactive read as strong as hits
NR2E3 ag-1 – activates human NR2E3 receptor; Q9Y5X4; CHO-S Gal4-NCOR/VP16-NR2E3 two-hybrid, luciferase; inhibition of corepressor binding, % at 3.98 µM; hit rate 0.35% among 360,000; AID 602229;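 active = inhibition above the mean of all tested compounds plus 3 SD, cut at about 70% in these data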;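 note: 0% = DMSO with NR2E3 transfected cells and 100% = cells lacking NR2E3 construct; higher means lower luciferase signal from less NR2E3 corepressor binding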
Target sequence (Q9Y5X4 whole entry, looked up, the tested form may be a part): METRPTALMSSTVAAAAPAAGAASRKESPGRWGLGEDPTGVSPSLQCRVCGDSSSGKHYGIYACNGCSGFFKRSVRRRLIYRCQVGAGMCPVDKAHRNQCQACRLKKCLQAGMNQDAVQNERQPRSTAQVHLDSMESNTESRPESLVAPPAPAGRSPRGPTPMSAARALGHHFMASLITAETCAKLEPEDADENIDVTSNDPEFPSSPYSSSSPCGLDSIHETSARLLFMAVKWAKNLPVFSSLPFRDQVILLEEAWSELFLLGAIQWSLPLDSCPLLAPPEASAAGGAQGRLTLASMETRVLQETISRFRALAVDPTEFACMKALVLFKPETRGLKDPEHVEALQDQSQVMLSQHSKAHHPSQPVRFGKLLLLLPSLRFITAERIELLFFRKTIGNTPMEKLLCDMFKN
KKLEB tox – CF airway cell cytotoxicity counter-screen. hit rate 0.36% among 360,000. KKLEB CF airway cells viability, ATPlite luminescence, overnight; hits give low values; cells stimulated with P. aeruginosa culture filtrate. activity change (cytotoxicity), % at 5 µM;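 active = corrected activity change at or below -50% at 5 µM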
MITF TRPM1 inh – reduces MITF-dependent TRPM1 promoter luciferase signal; AID 488899; hit rate 0.83% among 330,000; inhibition, % at 12.5 µM; SK-MEL-5 TRPM1 promoter luciferase, 24 h;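 active = mean inhibition across replicates of 60% or more, whatever share of single replicates reaches that level; inconclusive = some that reach 60%, reason not given; inactive = mean inhibition across replicates below 60%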; note: values of inactives mirror those of a sister screen read the other way
Peg3 promoter – reduces Peg3 promoter-driven luciferase expression in HeLa; HeLa PEG-Prom luciferase reporter, luminescence, overnight; inhibition, % at 20 µM; hit rate 1.7% among 360,000;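 active = inhibition of at least 50% at 20 µM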
HIF-2a block – inhibitors of HIF-2a; 786-0 RCC cells HIF-2a reporter, luciferase luminescence, overnight; hit rate 0.72% among 360,000; inhibition, % at 18.8 µM;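 active = inhibition of the luminescence signal of 40% or more relative to plate controls, in a single-dose primary screen at 18.75 µM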
NR2E3 ag-2 – NR2E3 (human) agonism | AID 2300 | Q9Y5X4 | inhibition of corepressor binding, % at 4.78 µM | GST-NR2E3/biotin-RetCOR TR-FRET, 1536-well | hit rate 0.12% among 320,000;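 active = percent inhibition above the cutoff of mean plus 3 SD of all tested compounds, set per screening campaign, cut at about 20% in these data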;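 note: 0% = DMSO wells and 100% = biotin wells as full block of FRET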
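Material: NR2E3–RetCOR corepressor complex / Amount: 1.35 nM GST-NR2E3 / Medium: Tris pH 7.5 / Compound: single nominal compound dose of 4.8 µM / Incubation: 5 h at 4 °C / Technique: TR-FRET, Eu(K)-anti-GST donor, streptavidin-D2 acceptor, ex 340, em 617/671 nm / Read-out basis: percent loss of FRET ratio relative to control wells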
The depositor's hits bear a star; u = inconclusive; x = no result given; & = joins results of further samples.

nr	molecule	CaV13 FRET inh	Shn3 inh set2	CF NFkB inh	PDI turbidity	Vif inh	NR2E3 ag-1	KKLEB tox	MITF TRPM1 inh	Peg3 promoter	HIF-2a block	NR2E3 ag-2
1	Cc1cccn2cc(CCNS(=O)(=O)c3cccs3)nc12	-4.6	-8.5	-5.2	-0.2	1.5	8.9	-8.1	-15.3	-31.1	-44.2	0.6
2	COc1cc(NC(=O)C2CCC(CNc3c(N4CCCCC4)c(=O)c3=O)CC2)cc(OC)c1 (configuration not stated)	-6.6	11.3	-1.9	4.9	-0.2	-19.5	-12.2	13.0	-51.6	2.4	-1.9
3	O=C(COC(=O)Cc1ccc(F)cc1)NCc1ccco1	-10.5	18.0	-0.5	1.7	-1.2	-36.7	2.4	-2.8	8.3	12.8	5.2
4	O=C(CC1C(=O)Nc2ccccc2N1CC(=O)N1CCCC1)Nc1ccc(Br)cc1 (configuration not stated)	-5.9	-14.7	-11.4	7.1	6.6	-8.2	16.8	9.6	-41.2	-39.1	2.9
5	CC(C(=O)NC1C(=O)N2C(C(=O)O)=C(CSc3nnnn3C)CSC12)n1cc(Br)cn1 (configuration not stated)	-6.3	13.8	10.3	-1.9	14.2	-12.7	13.8	-12.5	15.8	9.3	2.6
6	CCCCn1c(-c2c(Cl)c(C)nn2C)n[nH]c1=S	-5.4	-2.4	-5.5	6.3	13.9	-5.7	4.7	-2.8	-2.7	14.7	-1.3
7	COc1ccc(CN(C)C(=O)c2ccc3c(=O)n4c(nc3c2)CCC4)c(OC)c1	-2.3	3.4	14.3	-5.6	-9.4	12.0	-17.9	4.4	8.4	10.2	1.9
8	Cc1cc(-n2nc3ccccc3n2)c(O)c([N+](=O)[O-])c1	-1.8	-47.7	7.0	7.1	10.1	-17.1	-11.8	9.5	9.6	6.0	-3.9
9	O=C1NC(=O)C2(N1)C(=O)c1cccc3cccc2c13 (configuration not stated)	-17.9	1.0	-9.4	7.6	-6.0	-20.6	-7.5	x	-8.9	11.2	x
10	CC(c1nnc(SCC(=O)Nc2cc([N+](=O)[O-])ccc2F)n1Cc1ccccc1)N(C)C (configuration not stated)	-4.2	-8.2	-10.3	1.6	4.0	-38.7	8.0	-0.7	4.8	6.7	2.6
11	O=C(CN(Cc1ccc(Br)cc1)S(=O)(=O)c1ccccc1)NCc1ccncc1	-5.7	-5.1	22.0	-6.8	-2.6	1.5	7.6	-6.7	10.4	8.9	-1.4
12	Cc1cc2nc(NCCCO)n(CC(=O)c3cc(C(C)(C)C)c(O)c(C(C)(C)C)c3)c2cc1C	-5.3	24.9	41.2	-8.9	-7.8	11.2	-44.3	-6.9	94.3*	-7.6	-2.6
13	CC(Sc1nnc(Cc2cccs2)n1C1CCCCC1)C(N)=O (configuration not stated)	-6.0	-16.4	-3.5	2.6	16.7	-22.3	2.8	6.9	8.0	14.8	1.9
14	CCOc1cc(S(=O)(=O)NCc2ccccc2)ccc1F	x	-0.7	1.5	13.2	3.9	4.7	12.0	-1.0	-10.0	-3.2	-2.8
15	CC1(C)CC(=O)N(c2ccccc2)C1(C)O (configuration not stated)	-3.1	-9.7	4.0	0.0	11.9	-17.1	0.0	4.6	4.8	11.6	-1.6
16	C=CCn1c(SCC(=O)C(C)(C)C)nnc1-c1cccs1	-3.9	4.1	-1.2	-8.1	15.7	-18.0	8.8	-15.8	-6.3	-16.3	-2.2
17	COC(=O)[C@@H]1C[C@@H]2CC[C@@H](O)C[C@@H]2N1Cc1ccc(OC)cc1	-1.9	-29.6	3.2	3.7	-3.4	-22.0	-4.0	-5.8	-1.8	3.1	3.1
18	COc1ccc(CCNC(=O)COC(=O)c2cnccn2)cc1	-5.8	3.1	10.1	-3.6	-7.9	-3.6	-1.1	-7.8	20.9	13.4	0.8
19	COc1ccc(C2OC(=O)C(C)(C)C(=O)C2(C)C)cc1OC (configuration not stated)	-5.3	-8.3	11.0	11.5	24.7	-12.8	-11.0	-5.7	-1.2	6.2	-1.9
20	CCn1c(=NC(=O)C2COc3ccccc3O2)sc2c(OC)ccc(OC)c21 (configuration not stated)	-2.3	3.1	4.2	9.8	70.8*	-35.0	-13.3	-34.6	-88.7	-142.8	-1.1
21	CCCc1ccc(OCC(O)CN2CCN(c3ccccc3)CC2)cc1 (configuration not stated)	-6.0&-4.5	-14.4&0.0	0.8&10.9	12.0&17.8	-0.2&-3.6	-5.0&9.3	3.9&-11.8	4.4&2.6	24.6&21.5	-2.7&15.4	2.3
22	Cc1ccc(S(=O)(=O)N2CCC3CC2c2cc(Cl)ccc23)cc1 (configuration not stated)	-5.7	2.9	11.3	-3.0	x	-8.2	0.9	-12.7	-2.0	4.6	x
23	CCCc1nnc(N2C(=O)c3cccc4cccc(c34)C2=O)s1	-1.2	-9.6	-5.6	-4.7	-3.0	-24.2	-2.8	5.8	5.6	17.2	2.9
24	Cc1cc(NS(=O)(=O)c2ccc(NC(=O)c3ccc(F)cc3)cc2)nc(C)n1	-1.7	-9.9	9.8	3.1	8.1	3.0	11.5	0.9	-5.7	13.6	x
25	Cc1csc(SCC(=O)Nc2sc3c(c2C#N)CCC3)n1	x	-11.4	-1.3	-1.2	-3.4	1.4	-14.4	-11.1	-62.9	-79.3	-0.8
26	C[C@@H]1CN([C@H](C)CO)C(=O)c2cc(Br)cnc2O[C@@H]1CN(C)C(=O)CC1CC1	-7.3	-26.2	-9.5	-2.8	3.6	-3.8	0.2	x	1.3	6.2	x
27	CCOc1ccc(C)cc1S(=O)(=O)Nc1cccnc1	-1.8	-7.1	0.2	-3.3	-3.0	-3.3	0.1	2.1	0.6	13.1	2.5
28	COC(=O)C(Cc1c[nH]c2ccccc12)NC(=O)CCNC(=O)c1ccco1 (configuration not stated)	-4.9	-8.4	5.8	-7.2	x	-2.1	-5.9	x	5.4	7.5	x
29	Cc1nc2ccccc2c(=O)n1/N=C/C=C/c1ccccc1	-4.1	-58.1	-9.3	-3.5	-7.3	7.8	-1.3	-4.6	-12.7	-17.8	-3.4
30	CCCCn1c(N)c(N(CCOC)C(=O)CN(C)S(=O)(=O)c2ccc(Cl)cc2)c(=O)[nH]c1=O	-6.9	-13.5	-13.1	12.0	x	-15.7	10.3	-2.4	10.4	7.6	1.6
31	CS(=O)(=O)NCCSCc1ccc(Cl)cc1	-1.9	-33.2	-11.2	-0.1	-15.9	-14.4	-1.1	-3.1	4.1	8.8	-5.3
32	CCCC1=NN2C(=N)/C(=C\c3cc(C)n(-c4cc(C)cc(C)c4)c3C)C(=O)N=C2S1	-6.3	-12.6	10.5	-2.7	-7.0	15.7	-9.9	-7.1	11.3	21.8	-2.3
33	Cc1cc(C)c(C#N)c(SCc2nc3ccccc3c(=O)[nH]2)n1	-4.6	-47.7	-4.2	-9.0	0.9	-78.8	-14.3	-43.5	-200.5	-253.6	0.8
34	c1ccc(CN(Cc2ccco2)C(c2ccncc2)c2nnnn2C2CCCC2)cc1 (configuration not stated)	x	12.7	-21.7	3.0	18.4	11.0	0.7	1.6	-97.5	-5.1	2.1
35	CC1=CC(=C(C#N)c2nc3ccccc3s2)C=C(C)N1Cc1ccco1	-12.2	61.5	-0.9	-3.6	u	-13.4	0.6	-57.9	-20.6	-26.3	-1.9
36	CCN(C(=O)c1cc2c(=O)[nH]c3ccc(C)cc3c2s1)c1ccccc1C	8.9	28.3	31.3	5.1	-4.4	-5.5	-14.4	-18.1	4.9	16.4	1.6
37	Nc1ccc2c(c1)C(=Cc1cccnc1)c1ccccc1-2	-7.6	-22.9	12.5	-9.4	-19.3	-12.9	-1.8	12.7	-28.4	-12.3	x
38	CN(C(=O)c1ccccc1C(=O)c1ccccc1)C1CCS(=O)(=O)C1 (configuration not stated)	-7.4	-6.3	-18.2	2.3	x	-10.4	3.5	2.6	-9.2	-17.2	-0.1
39	Cc1cccc(NC(=O)COC(=O)c2cc3ccccc3oc2=O)c1	-4.6	0.0	-5.9	-1.4	-6.2	0.9	5.5	-0.1	-7.0	5.5	-1.3
40	Cc1ccc(C(C)C)cc1S(=O)(=O)NCc1ccccn1	0.1	7.1	-6.4	4.4	-7.9	-12.9	-4.0	-7.1	18.2	8.7	-2.6
41	CN1CC(=O)N/C1=N\C(=O)Nc1ccc2c(c1)N(C)C(=O)CS2	-6.1	4.3	-3.3	0.5	0.1	20.4	5.1	-4.2	19.6	-0.8	4.0
42	N#Cc1ccsc1NC(=O)C1CCCN1S(=O)(=O)c1cccs1 (configuration not stated)	-6.7	-1.5	5.5	6.8	-0.3	-40.9	0.6	2.6	15.5	11.3	0.4
43	CSc1nc(=S)cc(C)[nH]1	-2.1	-4.2	-0.7	-2.7	-1.7	-48.6	14.5	3.8	5.5	13.2	-3.2
44	CCC(C)(C)NC(=O)c1ccc(Sc2nncn2C)c([N+](=O)[O-])c1	-2.1	8.8	13.5	-7.5	-10.6	16.1	-13.4	8.2	5.5	12.7	-1.4
45	O=C(COC(=O)c1cc(Br)ccc1O)NCC1CCCO1 (configuration not stated)	-2.4	6.7	9.8	-4.1	3.6	-11.9	-3.1	-7.4	1.1	21.2	0.4
46	O=C(NCc1cccnc1)/C(=C/c1ccc([N+](=O)[O-])cc1)NC(=O)c1ccccc1	-5.9	-15.6	1.9	-0.2	-2.3	-31.6	5.0	-1.0	7.8	2.4	x
47	COc1ccc(CNC(=O)NS(=O)(=O)c2ccc(C)cc2)cc1	-12.1	9.4	11.1	8.3	1.6	-23.9	5.6	-6.4	-1.5	10.5	1.9
48	COC(=O)c1cc(NC2c3ccccc3C(=O)N2c2ccc(Cl)cn2)cc(C(=O)OC)c1 (configuration not stated)	-6.2	-0.1	-21.6	x	-1.9	-27.7	11.6	x	-65.5	-87.4	2.0
49	Cc1ccc(NC(=O)CN2C(=O)NC(C)(c3ccccc3)C2=O)c(C)c1 (configuration not stated)	-7.3	7.7	-8.8	2.3	9.8	-11.4	-3.1	2.3	5.7	7.5	3.3
50	C=CCn1c(C)c(C(C)=O)c(N2CCCC2)nc1=S	-2.2	2.9	-12.2	7.4	1.5	-14.9	2.1	2.0	9.1	3.7	-3.3
51	Cc1ccc(C(=O)NCCN(C)C)c(C)c1	-5.4	7.7	-8.2	1.5	18.8	-14.8	3.2	0.5	15.1	-1.9	-1.6

Compound activity: PubChem BioAssay, several laboratories
